CHO parental Ca = signal in parental CHO cells, OX1R antagonist counter-screen. parental CHO-K1, ATP-induced calcium, Fluo-8 fluorescence. inhibition, % at 5.6 µM. hit rate 0.63% among 330,000. AID 463079;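 active means inhibition above that plate's mean sample inhibition plus 3 SD, cut at about 26% in these data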;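 further: 0% = ATP-challenged DMSO wells and 100% = DMSO wells without ATP; some compounds past the cut are filed as inactive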
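material = parental CHO cells | also added = ATP as calcium-mobilizing challenge | dosing = single point at 5.6 µM | detection = intracellular calcium via Fluo-8 no-wash fluorescent dye | read-out = % inhibition | benchmarks = low control ATP plus DMSO, high control DMSO only | repeats = one well per compound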
M1 antag = antagonists of human M1 muscarinic receptor; P11229; CHO-K1 hM1, Fluo-8 calcium fluorescence, ACh EC80 antagonist; inhibition, % at 3 µM; hit rate 1.3% among 360,000;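 active means percent inhibition above its own plate's cutoff, namely the mean of that plate's compound wells plus 3 SD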;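 further: peak over basal fluorescence ratio during 140 s after agonist addition; 0% = ACh EC80 plus DMSO and 100% = DMSO alone without agonist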
CHO-K1 Ca ag = nonselective activator or artifact in parental CHO-K1 cells; hit rate 0.48% among 360,000; Fluo-8 calcium fluorescence; scaled to maximal ATP response, vehicle zero; activation, % at 3 µM; in the data active means activation above about 15%;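 further: untransfected CHO-K1 host cells lacking M1 receptor as counterscreen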
CHO-K1 Ca antag = M1 antagonist counterscreen hit in parental CHO-K1 cells; ATP-induced calcium, Fluo-8 fluorescence; inhibition, % at 3 µM; hit rate 0.6% among 360,000; AID 602250;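 active means inhibition above a per-plate cutoff, the plate's mean sample inhibition plus 3 SD, cut at about 24% in these data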;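 further: 0% = DMSO plus EC80 ATP and 100% = DMSO alone without ATP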
M1 PAM = positive allosteric modulators of human M1 muscarinic receptor | P11229 | CHO-K1 hM1, Fluo-8 calcium fluorescence, ACh EC20; 0% = ACh EC20, 100% = maximal ACh | activation, % at 3 µM | hit rate 0.088% among 360,000; in the data active means activation above about 19%, passing the limit was not always enough
M4 antag = CHRM4 antagonism in calcium assay. P08173. CHO-hM4 cells, ACh EC80, Fluo-8 calcium fluorescence. inhibition, % at 3 µM. hit rate 0.73% among 360,000. AID 624125;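 active means inhibition above its plate's cutoff, the mean inhibition of sample wells plus 3 SD, cut at about 27% in these data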;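 further: 0% = acetylcholine EC80 with DMSO and 100% = DMSO without agonist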
Target sequence (P08173 whole entry, looked up): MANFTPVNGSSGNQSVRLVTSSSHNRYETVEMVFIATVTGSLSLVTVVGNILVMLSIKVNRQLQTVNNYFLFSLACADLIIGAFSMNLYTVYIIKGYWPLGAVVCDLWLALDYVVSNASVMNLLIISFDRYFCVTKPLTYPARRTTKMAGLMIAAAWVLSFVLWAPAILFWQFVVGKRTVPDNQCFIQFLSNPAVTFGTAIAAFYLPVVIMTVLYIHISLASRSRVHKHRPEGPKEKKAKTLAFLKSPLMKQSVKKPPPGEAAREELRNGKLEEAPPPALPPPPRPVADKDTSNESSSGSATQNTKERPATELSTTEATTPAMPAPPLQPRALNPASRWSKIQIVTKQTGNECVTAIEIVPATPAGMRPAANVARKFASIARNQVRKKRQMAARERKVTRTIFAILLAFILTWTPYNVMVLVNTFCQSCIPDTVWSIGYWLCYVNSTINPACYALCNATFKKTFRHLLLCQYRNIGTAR
OXTR potentiate = human OXTR potentiation; CHO-OTR cells, Fluo-8 calcium fluorescence, potentiator mode; 0% = oxytocin EC15, 100% = EC100; activation, % at 3 µM; hit rate 0.061% among 320,000; AID 2445; P30559;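 active means activation above that plate's cutoff, the mean activation of tested compounds plus 3 SD, cut at about 6.6% in these data, passing the limit was not always enough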;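 further: 100% uses oxytocin at 75 nM as the full agonist control; some results filed as inactive read as strong as hits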
Target sequence (P30559 whole entry, looked up): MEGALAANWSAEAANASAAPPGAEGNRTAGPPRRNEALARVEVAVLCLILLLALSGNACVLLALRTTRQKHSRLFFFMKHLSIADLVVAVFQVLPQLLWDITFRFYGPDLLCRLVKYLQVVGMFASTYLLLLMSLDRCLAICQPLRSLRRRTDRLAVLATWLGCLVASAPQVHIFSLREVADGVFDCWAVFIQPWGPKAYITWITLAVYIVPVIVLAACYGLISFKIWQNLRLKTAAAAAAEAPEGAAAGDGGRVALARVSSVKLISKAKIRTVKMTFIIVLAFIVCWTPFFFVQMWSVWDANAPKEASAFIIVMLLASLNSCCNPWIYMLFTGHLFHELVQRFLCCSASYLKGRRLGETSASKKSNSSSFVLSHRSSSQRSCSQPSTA
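Assay system: CHO cell line stably expressing human OTR | Also added: Oxytocin at about EC15, sub-maximal agonist stimulus | Times: Compound 6 min at room temperature before oxytocin, 100 s read | Measured by: Fluo-8 intracellular calcium fluorescence, ex 470-495, em 515-575 nm | Controls: EC15 oxytocin alone as 0%, 75 nM oxytocin as 100%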
CHRM1 agonist = agonists of human M1 muscarinic receptor | hit rate 0.33% among 360,000 | CHO-K1 hM1, Fluo-8 calcium fluorescence, agonist mode; 0% DMSO, 100% acetylcholine EC100 | AID 588814 | activation, % at 3 µM | P11229;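 active means activation above the run's mean compound activation plus 3 SD, cut at about 16% in these data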;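 further: peak over basal fluorescence ratio within a 140 s kinetic read after compound addition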
M4 ag = agonists of human muscarinic M4 receptor (CHRM4); P08173; CHO-K1 hM4/Gqi5, Fluo-8 calcium fluorescence; vehicle 0%, full acetylcholine response 100%; activation, % at 3 µM; hit rate 0.14% among 360,000; AID 624127;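 active means activation above the run mean over all test wells plus 3 SD, cut at about 32% in these data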;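 further: peak over basal fluorescence ratio per well then scaled between controls; 0% = DMSO wells and 100% = acetylcholine at EC100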
* = called active by the depositor; nt = no result given.

Compound	CHO parental Ca	M1 antag	CHO-K1 Ca ag	CHO-K1 Ca antag	M1 PAM	M4 antag	OXTR potentiate	CHRM1 agonist	M4 ag
O=C(CCl)N(c1ccccc1)c1ccccc1	nt	-11.5	0.4	-10.4	7.8	-1.9	nt	-7.5	0.6
CN(C)c1c(N)c(=O)oc2ccccc12	-3.5	1.5	-0.3	8.0	3.5	-6.0	-17.3	-10.5	0.2
Cc1ccc(C)c(C(=O)CC2(O)C(=O)N(C)c3ccccc32)c1 (stereo not given)	-10.5	-6.2	1.5	-21.5	6.1	1.1	-11.2	-3.1	1.0
Cc1ccc(C(=O)Nc2ccsc2C(=O)O)cc1	-10.2	-12.8	-0.8	-6.7	8.1	-1.2	-11.1	-4.0	-1.0
CCCCCN(C(=O)NC(=O)NCCCC)S(C)(=O)=O	-1.4	-12.5	0.4	-25.5	13.2	0.5	3.2	-2.5	0.5
Cc1ccc(NC(=O)Cc2nnc(SCC(=O)NC3CCCC3)n2C)cc1C	-15.9	-12.5	0.6	-7.6	10.9	0.2	-13.9	0.9	0.1
COc1ccc(S(=O)(=O)Nc2ccc3c(c2)C(=O)N([C@H](C)CO)C[C@H](C)[C@@H](CN(C)C(=O)Nc2ccc(C(F)(F)F)cc2)OCCCC[C@H](C)O3)cc1	nt	-7.4	0.2	-6.7	-0.6	8.0	nt	-5.2	1.4
COc1ccccc1OCC(=O)N/N=C/c1c(O)ccc2ccccc12	-7.8	-4.3	1.2	16.7	-1.2	9.5	-11.6	-1.7	2.3
CCCNC(=O)c1c(Cl)cnn1-c1ccc(C)cc1	-13.8	-6.5	3.4	-0.3	10.2	-0.7	-13.1	-9.8	0.1
COc1ccc(C2N(c3ccc(Cl)cc3)N=C(C(C)=O)N(C)N2C(C)=O)cc1 (stereo not given)	-24.8	6.7	0.0	-19.6	-3.2	-7.3	-5.9	-4.4	-2.2
O=C(O)CCCCCNC(=O)c1ccc(C(=O)NCCCCCC(=O)O)cc1	-0.3	-5.6	0.5	-5.2	9.2	-9.3	6.1	-3.9	0.8
Cc1cc(-c2ccccc2C(=O)NCc2ccccc2)on1	-7.3	-43.1	0.7	-9.3	6.4	-11.9	-15.0	-4.9	2.7
CC(C)CC1NC(C(=O)O)Cc2c1[nH]c1ccccc21 (stereo not given)	-2.6	-12.6	-0.1	-4.5	3.9	-9.9	-8.5	-4.5	0.7
Cc1ccc(NC(=O)CSC2=NN3CCCC(=O)N=C3S2)cc1Cl	7.1	7.4	16.2*	2.0	-6.6	3.2	-10.1	-3.4	13.5
COCCCNC(=O)Cn1cc2c(n1)CCC(C)C2 (stereo not given)	-1.2	-8.1	1.1	-5.2	5.9	-10.2	-3.5	-5.1	1.4
CCc1nnc(NC(=O)CSc2nc(C)c3c(c2C#N)CCCC3)s1	-22.3	20.7	6.9	-41.8	-5.4	1.1	-5.6	-6.7	10.3
CCOc1ccccc1Oc1ccc(C(F)(F)F)cn1	-5.1	-4.2	0.1	-10.7	5.7	6.7	3.8	-1.4	-0.3
Oc1ccc(C=NNC(=S)Nc2ccccc2)nc1	nt	-1.7	0.5	-1.8	-1.1	-15.8	nt	-0.1	1.5
CC1=C(C(=O)OCc2ccccc2)C(c2cccs2)N2C(=O)CCSC2=N1 (stereo not given)	-36.8	-3.4	1.6	-11.7	2.8	-1.8	-15.6	-13.1	1.7
CCOc1ccccc1CNC(=O)C1CCN(C(=O)N2CC(C)Oc3ccc(C)cc32)CC1 (stereo not given)	-16.9	1.4	5.5	-5.2	-8.4	-7.9	-8.7	-2.5	13.7
Cc1ccccc1-c1nc(S(=O)(=O)c2ccccc2)c(N2CCCC2)o1	-8.8	4.5	0.2	-5.2	2.7	5.9	-2.2	-2.2	2.2
O=C1COc2ccc(C(=O)COC(=O)c3ccc([N+](=O)[O-])cc3Cl)cc2N1	nt	3.4	0.5	-7.7	-1.9	-15.2	nt	-2.0	5.5
CCCOc1ccc(/C=C/C(=O)N2CCN(C(=O)c3ccco3)CC2)cc1OC	nt	1.7	3.3	-7.4	-3.1	-3.7	nt	-3.2	7.3
Cc1nc2ccccc2c(=O)n1NC(=O)C1CCCCC1	-4.7	-2.2	0.0	3.7	1.6	5.5	-3.7	-1.4	-0.3
N#CC1=C(N)OC2=C(CC/C2=C\c2ccccc2)C1c1ccccc1 (stereo not given)	8.6	30.8*	20.7*	26.2*	-10.4	-2.9	-19.0	17.9*	6.9
Cc1nnc(SCc2ccc(C(=O)O)cc2)s1	-7.2	-8.9	-0.3	4.6	13.7	5.0	-5.2	0.0	1.0
COC(=O)c1cc(NC(=O)Cc2ccccc2[N+](=O)[O-])ccc1Cl	-4.8	6.7	1.5	0.4	-5.6	13.1	0.7	-4.4	2.9
CN(Cc1ccc([N+](=O)[O-])cc1)c1ccccc1	nt	3.1	-0.3	-0.9	-4.5	-12.0	nt	-8.2	-2.2
COC(=O)c1c(NC(=O)COC(=O)[C@@H](NS(=O)(=O)c2ccccc2)C(C)C)sc2c1CCC2	-18.8	0.7	1.3	-6.9	-6.6	-5.6	0.1	-7.8	0.5
CCOC(=O)c1csc(NC(=O)c2ccc(OCC)cc2)n1	0.0	3.8	5.9	-6.7	1.5	-6.8	-10.8	-0.4	8.6
Fc1ccc(-c2cc3nc4c(c(N5CCOCC5)n3n2)CCCC4)cc1	-17.2	17.0	4.0	-18.7	-8.9	2.6	-10.8	-8.4	18.5
COc1ccc([C@H]2CC(=O)C=C(c3ccc(Cl)c(F)c3)C2)cc1	-12.1	12.9	-0.1	-4.8	-21.0	17.9	-6.3	-13.2	1.8
O=C(Nc1ccc(S(=O)(=O)Nc2ncccn2)cc1)c1ccc(Cl)c([N+](=O)[O-])c1	nt	-5.2	4.2	6.9	5.8	-6.9	nt	0.2	0.5
COc1ccc(-c2cc(C(=O)O)c3ccccc3n2)c(OC)c1	2.2	-16.8	0.4	-17.7	6.8	-3.7	-8.1	-3.4	0.3
CCn1cc(C(=O)NN)c(=O)c2cc(F)c(N3CCOCC3)cc21	-3.0	-15.4	1.1	-5.7	11.9	-8.0	-3.9	3.0	1.5
C[C@@]12CCC=C[C@H]1[C@H](c1ccc(F)c(/C=C/c3ccccc3)c1)N(Cc1ccccc1)C2=O	-26.9	8.6	-0.3	-6.7	6.2	-12.8	-3.8	-0.7	1.5
NS(=O)(=O)c1cc(Cl)c(NC(=O)COC(=O)c2ccccn2)c(Cl)c1	1.5	-6.1	0.3	-15.0	6.9	-0.7	-1.5	-0.4	1.1
CCCc1cc(=O)[nH]c(SCC(=O)NCC2COc3ccccc3O2)n1 (stereo not given)	-17.0	-0.7	-0.1	14.9	4.7	5.9	-1.0	-1.9	0.4
COc1ccc(C)cc1NC(=O)CSc1ccc(-c2ccco2)nn1	-14.6	-9.2	3.4	1.5	18.1	-0.5	3.3	-3.4	5.8
Cc1sc2nc(CN3CCN(S(=O)(=O)c4cccc5nonc45)CC3)[nH]c(=O)c2c1C	-20.3	-4.5	0.6	-11.2	7.9	-6.8	-18.8	-2.8	1.2
Cc1ccc(NC(=O)CCC(=O)Nc2ccc(C)cc2)cc1	-4.0	-23.1	0.0	0.5	15.8	-6.8	-3.8	-1.4	-1.2
COc1ccc(CCNC(=O)c2cc(-c3ccccc3)on2)cc1OC	-24.0	-36.1	2.0	-22.3	9.7	-6.9	-11.6	-1.3	3.2
c1cc(C2OCCO2)cs1	nt	11.4	-0.2	10.8	-7.1	-8.3	nt	0.4	0.6
COCCOc1cc(NC(=O)c2ccccc2)c(Cl)cc1Cl	-33.0	-16.3	-0.3	2.5	14.1	-12.8	-2.1	-7.9	1.2
O=C(CN1C(=O)NC2(CCCc3ccccc32)C1=O)NCCc1ccc(F)cc1 (stereo not given)	-16.6	-5.7	0.0	1.3	7.7	1.8	-8.5	-0.4	7.1
CCC(C)n1cnc2c(c1=O)c1nc3ccccc3nc1n2Cc1ccc(OC)cc1 (stereo not given)	-21.9	2.9	0.0	10.1	-3.7	16.1	5.0	-4.7	0.5
NC(=O)c1cccnc1Oc1cccc(Cl)c1	-6.9	16.4	-0.1	13.3	-0.6	5.1	-10.2	-1.4	0.2
CC(C)(C)C(=O)N1CCN(C(=O)c2ccco2)CC1	-9.4	-4.5	0.5	-8.0	3.0	0.4	0.2	-2.6	0.0
CC(C)NC(=O)N1CCC(n2nccc2NC(=O)CCOc2ccccc2)CC1	-12.1	-2.0	0.2	-1.6	7.4	-4.8	-0.3	-2.5	2.0
Cc1ccc(CNC(=O)CN2C(=O)NC(C)(c3cccc(Br)c3)C2=O)cc1 (stereo not given)	-25.4	-10.1	7.0	-2.1	6.7	-6.9	-15.6	1.9	15.7
Cn1c2ccccc2c2nnc(NN)nc21	-14.0	-13.9	0.8	-10.3	7.0	-1.0	-5.6	-6.2	2.5
O=C(NC(=S)Nc1cccc(C(F)(F)F)c1)c1csnn1	-11.2	0.5	-0.3	6.3	-2.2	-1.4	-7.2	-10.3	0.1
COc1ccc2nc(NC(=O)CCNS(=O)(=O)c3ccc4c(c3)oc(=O)n4C)sc2c1	-7.2	-2.1	1.2	-40.4	7.1	-0.4	3.2	-2.2	2.1
COc1cc(OC)cc(C(=O)Nc2ccc(S(=O)(=O)Nc3cc(C)on3)cc2)c1	-3.8	-6.6	0.6	-8.2	6.2	5.5	-1.1	-11.6	-0.5

High-throughput results: PubChem, The Scripps Research Institute Molecular Screening Center
